Screening results as filed in PubChem.
EPAC1 antagonist: blocks human EPAC1 exchange factor; O95398; EPAC1 GEF assay, Rap1b-BODIPY-GDP exchange fluorescence; Potency, µM (titrated, usually from 115 µM), without a hit: at the top dose activity change, negative = inhibition, usual class: inhibitors; 360,000 tested, 0.14% active; AID 720709;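 further: potency means the concentration at half of the fitted maximal effect; plate controls were vehicle for no effect and positive control for full effect; nearly all actives have a fitted effect of over 50% in size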
EPAC1 agonist: agonists of human EPAC1 | O95398 | AID 720707 | 360,000 tested, 0.073% active | Potency, µM (series often up to 154 µM), for inactives: top-dose activation, hits mostly activators | EPAC1 agonist qHTS, biochemical assay; response scale: 100% = response to 6.5 mM cAMP; further: potency means the concentration at half of the fitted maximal effect; nearly all actives have a fitted effect of over 60% in size
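EPAC1 100 nM, Rap1B–BODIPY-GDP 250 nM, unlabeled GDP 50 uM; compound titration; 5 min RT; kinetic read ex480/em540 at 5-min intervals ×30 min; data normalized to 6.5 mM cAMP agonist control.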
CCT chaperon mod: cytosolic chaperonin activity modulation; 360,000 tested, 0.3% active; purified chaperonin ATPase assay, HTRF ADP detection, 30 min; activity change, % (test concentration not listed), hits read low; in the data active means activity change below about -30%; further: on the % scale 0 is the no-effect control and ±100 the full control effect
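First, chaperonin was dispensed at 40 nM or 20 nM final depending on batch activity. Next, compounds were pinned at 76 uM and ATP added at 10 uM. After 30 min at 37 °C, ADP detection reagents ran 30 min at ambient temperature.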
EPAC2 antagonist: EPAC2 (human) antagonism. 360,000 tested, 0.18% active. EPAC2 GEF exchange of Rap1B-BODIPY-GDP, fluorescence. Potency, µM (top dose mostly 114 µM), inactives show at the top dose activity, negative = inhibition, actives largely listed as inhibitors. Q8WZA2; further: potency means the concentration at half of the fitted maximal effect; on the % scale 0 is the no-effect control and ±100 the full control effect; nearly all actives have a fitted effect of over 45% in size; many of its hits are not listed in these tables
WRN helicase inh: WRN helicase (human) inhibition; Potency, µM (titrated, usually from 114 µM), for the others: at the highest dose activity change, negative = inhibition, hits mostly inhibitors; WRN helicase unwinding, fluorescent forked duplex, kinetic; 360,000 tested, 0.46% active; further: potency means the concentration at half of the fitted maximal effect; on the % scale 0 is the no-effect control and ±100 the full control effect; nearly all actives have a fitted effect of over 55% in size
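Screening of the MLSMR collection measured strand separation of a quenched forked DNA duplex (100 nM) by 20 nM WRN with 2 mM ATP, all final. Compounds were preincubated with enzyme 15 min at room temperature.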
MmCpn inh: inhibitors of Methanococcus maripaludis chaperonin (MmCpn); purified Mm-Cpn ATPase, ADP Transcreener TR-FRET; Potency, µM (titrated, usually from 76.9 µM), for the others: top-dose activity, negative = inhibition, most hits filed as inhibitors; 330,000 tested, 0.031% active; AID 504842; further: potency means the concentration at half of the fitted maximal effect; on the % scale 0 is the no-effect control and ±100 the full control effect; nearly all actives have a fitted effect of over 80% in size
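Compound-treated chaperonin, 25 nM final, turns over 10 uM ATP at 37°C for 30 min following a 10 min preincubation; ADP generated competes with ADP-d2 for Eu-cryptate antibody, lowering FRET.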
PLK1 PBD inh: inhibitors of human PLK1 polo-box domain binding. P53350. Plk1 PBD binding of FITC phosphopeptide, fluorescence polarization. Potency, µM, without a hit: max response, negative = inhibition, actives largely listed as inhibitors. 360,000 tested, 2.8% active. AID 720504; further: potency means the concentration at half of the fitted maximal effect; series mostly up to about 57 µM; on the % scale 0 is the no-effect control and ±100 the full control effect; nearly all actives have a fitted effect of over 65% in size
Target sequence (P53350 whole entry, looked up, the tested form may be a part): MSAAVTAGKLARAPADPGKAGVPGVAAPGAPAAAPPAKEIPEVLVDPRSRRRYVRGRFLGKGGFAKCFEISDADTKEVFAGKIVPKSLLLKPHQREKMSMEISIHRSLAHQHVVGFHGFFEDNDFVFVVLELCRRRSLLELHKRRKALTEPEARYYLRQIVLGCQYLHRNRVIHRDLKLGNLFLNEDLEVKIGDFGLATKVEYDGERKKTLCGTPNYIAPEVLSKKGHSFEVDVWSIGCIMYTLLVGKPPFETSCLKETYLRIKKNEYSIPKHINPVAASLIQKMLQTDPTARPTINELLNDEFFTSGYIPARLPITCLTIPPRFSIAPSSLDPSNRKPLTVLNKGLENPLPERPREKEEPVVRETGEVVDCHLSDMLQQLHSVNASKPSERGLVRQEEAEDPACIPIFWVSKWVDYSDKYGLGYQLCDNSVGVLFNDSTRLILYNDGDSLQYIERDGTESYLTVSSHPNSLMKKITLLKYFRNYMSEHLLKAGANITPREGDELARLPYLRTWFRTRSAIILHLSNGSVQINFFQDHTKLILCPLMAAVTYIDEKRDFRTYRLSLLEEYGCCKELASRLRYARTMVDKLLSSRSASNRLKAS
PI5P4K alpha inh: blocks human PI5P4K alpha kinase activity. P48426. PI5P4Kalpha enzyme, ADP-Glo luminescence, 60 min; stronger effect = lower value. max response, %. 330,000 tested, 1.2% active. AID 652105; active means max response of -50% or lower; inconclusive means between -30% and -50%; inactive means -30% or higher; further: value at the top dose of about 77 µM; on the % scale 0 is the no-effect control and ±100 the full control effect
Target sequence (P48426 whole entry, looked up): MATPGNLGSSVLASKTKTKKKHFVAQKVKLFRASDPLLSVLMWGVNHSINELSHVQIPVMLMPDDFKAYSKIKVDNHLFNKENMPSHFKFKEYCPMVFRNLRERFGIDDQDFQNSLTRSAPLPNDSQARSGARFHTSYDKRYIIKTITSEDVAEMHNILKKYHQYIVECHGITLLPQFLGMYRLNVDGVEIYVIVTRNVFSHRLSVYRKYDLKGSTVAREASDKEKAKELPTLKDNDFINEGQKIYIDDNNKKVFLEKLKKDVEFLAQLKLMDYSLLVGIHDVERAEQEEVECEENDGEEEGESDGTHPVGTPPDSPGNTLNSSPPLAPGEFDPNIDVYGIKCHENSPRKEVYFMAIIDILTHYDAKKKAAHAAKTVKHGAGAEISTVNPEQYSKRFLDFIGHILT
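Compounds were pin-transferred onto PI5P4Kalpha and substrate in HEPES pH 7.4 buffer with EGTA, CHAPS and 5% DMSO. ATP (5 microM final) started the reaction, which ran 60 minutes at room temperature before ADP-Glo detection.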
Active calls of the source: *; u = inconclusive; x = no result given; [ ] = dose if it differs, or a comment. Unless noted, the call rests on the fitted dose curve; in most records, active means well fitted curve in the direction sought with a large enough effect; inconclusive means small, poorly fitted or top-dose-only effect, or another doubt; inactive means no such curve, though single readings can be large; an effect the other way counts as inactive or inconclusive.

Field names: A = EPAC1 antagonist; B = EPAC1 agonist; C = CCT chaperon mod; D = EPAC2 antagonist; E = WRN helicase inh; F = MmCpn inh; G = PLK1 PBD inh; H = PI5P4K alpha inh
O=C(NCc1ccco1)c1cc(-c2ccccc2)c(N2CCOCC2)s1
  A = -1% | B = -11% | C = -2.2 | D = 1% | E = -12% | F = 0% | G = -3% | H = -5

Cc1nc2sccn2c(=O)c1S(=O)(=O)N1CCN(c2cccc(Cl)c2)CC1
  A = -14% | B = 5% | C = -0.6 | D = -7% | E = -3% | F = 0% | G = -13% | H = -9

CCOc1ccc(C(C)NC(=O)c2ccccc2OCc2c(C)noc2C)cc1OCC (centres undefined)
  A = -11% | B = -12% | C = -0.3 | D = -14% | E = 3% | F = -2% | G = 0% | H = 4

COc1ccc(CCN(C)C(=O)CN2C(=O)NC3(CCCCCC3)C2=O)cc1OC
  A = -22% | B = 12% | C = -2.7 | D = -12% | E = 8% | F = -3% | G = -9% | H = 2

O=C(COC(=O)c1cc(=O)[nH]c2ccccc12)Nc1ccc(F)cc1F
  A = -2% | B = 6% | C = 0.3 | D = 16% | E = -22% | F = 0% | G = 3% | H = -1

COc1cc(CNCCCN2CCOCC2)c(Br)cc1OCC(=O)Nc1ccccc1C
  A = 4% | B = 3% | C = -3.0 | D = -14% | E = -5% | F = -3% | G = -6% | H = 11

CCCc1nnc(NC(=O)c2cccs2)s1
  A = -3% | B = 8% | C = -2.0 | D = -3% | E = -12% | F = -1% | G = -10% | H = 7

COc1ccc(N2CCN(C(=O)CSc3nc4ccccc4c(=O)[nH]3)CC2)cc1
  A = 6% | B = 9% | C = 1.0 | D = 2% | E = -8%[57.1 µM] | F = -1% | G = 0% | H = 10

CN(C)S(=O)(=O)c1cccc(NC(=O)CSc2nc3ccccc3n2-c2ccccc2)c1
  A = u | B = 16% | C = 0.3 | D = -7% | E = -9% | F = -6% | G = -10% | H = -4

CCCc1ccc(-c2ccc(/C=C/C(=O)O)cc2)nc1
  A = 6% | B = 4% | C = 0.3 | D = 5% | E = 2% | F = u | G = -7% | H = 5

CCCCCCC(=O)N1CCN(c2cc3c(cc2F)c(=O)c(C(=O)O)cn3CC)CC1
  A = 0% | B = 5% | C = -2.0 | D = 8% | E = 6% | F = x | G = -7% | H = -3

COc1ccc(-c2sccc2C(C)C(=O)O)cc1 (centres undefined)
  A = -5% | B = -1% | C = -0.8 | D = -2% | E = -8% | F = -4% | G = -7% | H = 2

COc1ccc2c(c1)CCC/C2=N\NC(=O)c1ccoc1C
  A = 7% | B = -4% | C = -1.3 | D = 10% | E = 2% | F = 1% | G = 0% | H = -4

Cc1ccc(-c2nnc(SCC(=O)NC3CCCc4ccccc43)n2N)cc1 (centres undefined)
  A = 10% | B = -8% | C = -1.1 | D = -3% | E = -7% | F = 0% | G = -3% | H = 7

COC(=O)C(C)N(C#N)c1nc(C)cc(C)n1 (centres undefined)
  A = -25% | B = 2% | C = -4.0 | D = 5% | E = 4% | F = 2% | G = -8% | H = 9

Following part:
Field names: A = EPAC1 antagonist; B = EPAC1 agonist; C = CCT chaperon mod; D = EPAC2 antagonist; E = WRN helicase inh; F = MmCpn inh; G = PLK1 PBD inh; H = PI5P4K alpha inh
O=[N+]([O-])c1ccc(C(=S)N2CCN(Cc3ccccc3)CC2)cc1
  A = 2% | B = -7% | C = -2.2 | D = 1% | E = 0% | F = 1% | G = -12% | H = -7

CN(C(=O)c1cccc(NC(=O)Cc2ccc(NC(=O)C3CCN(C(=O)C4CC4)CC3)cc2)c1)C1CCC1
  A = -7% | B = -10% | C = -1.4 | D = 3% | E = -1% | F = x | G = -2% | H = -3

O=C(NCc1ccc(Cl)cc1)c1cc2c(nc3sccn32)s1
  A = -11% | B = -12% | C = -0.2 | D = -7% | E = -25% | F = -17% | G = -23% | H = u

COc1ccc(-c2[nH]ncc2/C=N\NS(=O)(=O)c2ccccc2)cc1OC
  A = -2% | B = 5% | C = -1.4 | D = 4% | E = -9% | F = -1% | G = -10% | H = -10

Cn1cccc1Cc1nnc(SCC(=O)Nc2ccc(F)cc2)n1CCc1ccccc1
  A = u | B = -8% | C = 1.0 | D = 0% | E = -6% | F = -10% | G = -1% | H = 1

Cn1c(=O)n(C)c2cc(NS(C)(=O)=O)ccc21
  A = 7% | B = 7% | C = -0.8 | D = 1% | E = -2% | F = 1% | G = -27% | H = -3

CC1=C(C(=O)N2CCOCC2)C(c2cc(C)ccc2C)NC(=S)N1 (centres undefined)
  A = 3% | B = 4% | C = -2.4 | D = 2% | E = -1% | F = -4% | G = -10% | H = -3

O=C(OCC(=O)c1ccc(Cl)s1)c1ccc(CO)cc1
  A = -14% | B = -4% | C = -0.4 | D = -13% | E = -7% | F = -3% | G = 6% | H = -30

CCOC(=O)C1=C(c2ccccc2)N=c2s/c(=C\c3ccco3)c(=O)n2C1c1cccs1 (centres undefined)
  A = u | B = 5% | C = -1.1 | D = -2% | E = u | F = -1% | G = -3% | H = x

Cc1nc(NC(=O)CSc2nnnn2C)sc1C
  A = 0% | B = 12% | C = -1.6 | D = -5% | E = -1% | F = 1% | G = -9% | H = x

C[C@@H](C(=O)NC1CCCC1)N1C(=O)N2CCc3c([nH]c4ccccc34)[C@@]2(C)C1=O
  A = 7% | B = -23% | C = 0.1 | D = 7% | E = 8% | F = 0% | G = -1% | H = -3

Cc1c(NC(=O)c2cc3nc(-c4ccc(Cl)cc4)cc(C(F)(F)F)n3n2)c(=O)n(-c2ccccc2)n1C
  A = -11% | B = -8% | C = -0.7 | D = 5% | E = -3% | F = -1% | G = -2% | H = 3

C/C(=N\NC(=O)COc1ccccc1[N+](=O)[O-])c1cccs1
  A = 0% | B = 7% | C = -4.1 | D = -5% | E = -7% | F = -1% | G = -11% | H = 5

COc1ccc(S(=O)(=O)Nc2nc3n(n2)C(c2ccc(Cl)cc2)CC(=O)N3)cc1 (centres undefined)
  A = -13% | B = 1% | C = 1.5 | D = -11% | E = -1% | F = 0% | G = -4% | H = 8

O=C(C/C=N\O)Nc1ccc(Oc2ccccc2)cc1
  A = -16% | B = 12% | C = 1.6 | D = -11% | E = 0% | F = -1% | G = -11% | H = 0

Going on with the list:
Field names: A = EPAC1 antagonist; B = EPAC1 agonist; C = CCT chaperon mod; D = EPAC2 antagonist; E = WRN helicase inh; F = MmCpn inh; G = PLK1 PBD inh; H = PI5P4K alpha inh
Cc1ccc(NCCNc2ccc(C)cc2)cc1
  A = -7% | B = 13% | C = -2.3 | D = -7% | E = -7% | F = 0% | G = 1% | H = x

CN(C)c1ccc(C=Nc2ccccc2C(N)=O)cc1
  A = 3% | B = 14% | C = 0.9 | D = 1% | E = -4% | F = -7% | G = -10% | H = -4

CCC(NS(=O)(=O)c1ccc(C)cc1)C(=O)Nc1ccc(NC(C)=O)cc1 (centres undefined)
  A = -2% | B = 4% | C = -3.0 | D = 2% | E = -26% | F = 1% | G = -9% | H = 3

COC(=O)c1nnn(-c2nonc2N)c1CSc1ccc(Cl)cc1
  A = -10% | B = 0% | C = 0.0 | D = -4% | E = -12% | F = 2% | G = -4% | H = -2

CN(CC(=O)Nc1ccc(Cl)cc1)CC(=O)Nc1cccc2ccccc12
  A = -13% | B = -2% | C = 2.4 | D = 0% | E = 1% | F = 2% | G = 2% | H = 25

COc1ccc(NC(=O)c2ccccc2NS(=O)(=O)c2ccc(CNC(C)=O)cc2)c(OC)c1
  A = u | B = 10% | C = 1.4 | D = -6% | E = -16% | F = 1% | G = 4% | H = 6

O=Cc1cccn1-c1cccc([N+](=O)[O-])c1
  A = 7% | B = 6% | C = -2.4 | D = -2% | E = 2% | F = 0% | G = u | H = u

Cn1c(CSc2nc3ccccc3s2)nc2ccccc21
  A = -27% | B = 0% | C = -1.1 | D = -5% | E = -7% | F = -3% | G = -9% | H = -6

CCOc1ccc(C2=CSC3=NCCN23)cc1
  A = -11% | B = -3% | C = -2.8 | D = 11% | E = 8% | F = 0% | G = -8% | H = -12

CCCNC(=O)c1cc(C2CCCN(S(=O)(=O)c3ccccc3)C2)on1 (centres undefined)
  A = 2% | B = 8% | C = -0.1 | D = -12% | E = -3% | F = x | G = -12% | H = 1

C/C=C/c1ccc(OCCOc2cccc3cccnc23)c(OC)c1
  A = -10% | B = 12% | C = -0.9 | D = -19% | E = -16% | F = -1% | G = -7% | H = 3

CC(OC(=O)c1cccc(S(=O)(=O)N(C)C)c1)C(=O)NCc1ccc2c(c1)OCO2 (centres undefined)
  A = 14% | B = 1% | C = -0.3 | D = 8% | E = -3% | F = -1% | G = -7% | H = 8

O=C(O)c1cc(-c2ccccc2Cl)n(-c2cccc(Cl)c2)n1
  A = 2% | B = -8% | C = -0.5 | D = 1% | E = -1% | F = -4% | G = -5% | H = -2

Cc1ccc(SCCC(=O)OC(C)C(=O)Nc2ccccc2)cc1 (centres undefined)
  A = 0% | B = 5% | C = -0.4 | D = -17% | E = 3% | F = -7% | G = -18% | H = 12

O=C(NNC(=S)NCc1ccccc1)c1ccc(OC(F)F)cc1
  A = -9% | B = -9% | C = 0.9 | D = 4% | E = 2% | F = 1% | G = -7% | H = 2

COc1ccccc1NS(=O)(=O)c1cc(NC(=S)Nc2cc(C)cc(C)c2)ccc1Cl
  A = -14% | B = 4% | C = 2.6 | D = -4% | E = -4% | F = 0% | G = -28% | H = -7

CS(=O)(=O)c1ccc(C(=O)N2CCN(S(=O)(=O)c3ccc(C4CCCCC4)cc3)CC2)cc1
  A = -3% | B = 2% | C = 2.9 | D = -2% | E = -32% | F = x | G = -13% | H = 3

O=C1NC[C@@H](CCCCN2C[C@H](Cc3ccc(O)cc3)N(Cc3ccccc3)C(=O)C2=O)N(Cc2ccccc2)C1=O
  A = -2% | B = -2% | C = 0.2 | D = -10% | E = -4% | F = x | G = 0% | H = 0

Reformatted: 4 of the compounds above
Value order – EPAC1 antagonist	EPAC1 agonist	CCT chaperon mod	EPAC2 antagonist	WRN helicase inh	MmCpn inh	PLK1 PBD inh	PI5P4K alpha inh
COc1ccc(-c2sccc2C(C)C(=O)O)cc1 (centres undefined)
→ -5%	-1%	-0.8	-2%	-8%	-4%	-7%	2
COc1ccc2c(c1)CCC/C2=N\NC(=O)c1ccoc1C
→ 7%	-4%	-1.3	10%	2%	1%	0%	-4
Cc1ccc(-c2nnc(SCC(=O)NC3CCCc4ccccc43)n2N)cc1 (centres undefined)
→ 10%	-8%	-1.1	-3%	-7%	0%	-3%	7
COC(=O)C(C)N(C#N)c1nc(C)cc(C)n1 (centres undefined)
→ -25%	2%	-4.0	5%	4%	2%	-8%	9

Only part of the results is shown; count on the stated rates, not on these rows.
